Bioassay records as filed in PubChem.
HKDC1 inhibitor: HKDC1 hexokinase inhibitors, primary screen, biochemical, fluorescence, uHTS. Q2TB90. recombinant HKDC1, G6PDH/diaphorase resazurin coupled fluorescence. inhibition, % at 20 µM. 340,000 compounds, 0.16% hits;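 active = inhibition above about 35% when tested at 20 µM, limit read from the data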;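 also: plate controls were DMSO wells with enzyme for no effect and DMSO wells lacking enzyme for full effect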
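Test system: recombinant HKDC1 (HK5) hexokinase enzyme, produced in-house; Amount: enzyme 5 µg/mL final; Buffer or medium: Tris pH 8.0 buffer with MgCl2, Tween-20, BSA, BME; Reagent: glucose and ATP substrates; Doses: 20 µM test compound, 1% DMSO; Incubation: 90 min reaction incubation at room temperature, dark; Detection: resorufin fluorescence at 613 nm.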
SENP8 block-1: human SENP8 protease inhibitors, primary screen, biochemical, fluorescence, Nedd8 protein substrate, uHTS | Sentrin-specific protease 8 (Homo sapiens), Q96LD8 | AID 602440, 2012 | inhibition, % at 20 µM | 360,000 compounds, 0.64% hits | recombinant SENP8; in the data active = inhibition mostly above about 40%, no sharp cut-off; inactive = mostly below about 27%
Target sequence (Q96LD8 whole entry, looked up): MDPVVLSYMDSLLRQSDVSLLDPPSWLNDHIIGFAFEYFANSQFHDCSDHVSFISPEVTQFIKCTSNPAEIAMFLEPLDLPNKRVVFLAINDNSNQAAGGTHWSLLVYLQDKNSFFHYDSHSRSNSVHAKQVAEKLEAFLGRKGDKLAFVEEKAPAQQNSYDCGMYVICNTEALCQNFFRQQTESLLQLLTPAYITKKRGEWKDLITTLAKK
MIN6 prolif: inducers of MIN6 beta-cell proliferation, primary screen, ATP luminescence, uHTS; MIN6 cells proliferation, ATPlite luminescence, 48 h; cells starved in 0.2% serum; 100% = growth in 10% serum; proliferation, % at 10 µM; 330,000 compounds, 0.29% hits;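 active = compounds whose signal lies at least 3.5 SD above the mean of all wells on their plate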;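 also: 0% = DMSO-treated cells in low-serum medium and 100% = 10% serum control; some compounds called inactive have numbers as strong as hits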
PfGluPho inh: PfG6PD enzyme inhibitors, primary screen, biochemical, fluorescence intensity, uHTS | AID 504690, 2011 | PfGluPho enzyme, NADPH resazurin-diaphorase fluorescence | 350,000 compounds, 0.78% hits | inhibition, % at 20 µM | glucose-6-phosphate dehydrogenase-6-phosphogluconolactonase (Plasmodium falciparum 3D7);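 active = inhibition reaching at least a set limit at 20 µM in the primary screen, cut at about 59% in these data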;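 also: 0% = DMSO wells with substrate and 100% = DMSO wells lacking glucose-6-phosphate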
SENP8 block-2: SENP8 protease inhibitors, primary screen, biochemical, luminescence; Sentrin-specific protease 8 (Homo sapiens), Q96LD8; purified SENP8, Z-RLRGG-aminoluciferin cleavage; inhibition, % at 10 µM; 330,000 compounds, 1.2% hits; AID 2540, 2010; in the data active = inhibition above about 50%
SENP7 block: SENP7 protease inhibitors, primary screen, biochemical, luminescence, uHTS | Sentrin-specific protease 7 (Homo sapiens), Q9BQF6 | recombinant SENP7, Z-RLRGG-aminoluciferin luminescence, 40 min | inhibition, % at 5 µM | 330,000 compounds, 1.5% hits;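 active = inhibition above about 50% at the single test dose, limit read from the data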;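 also: plate controls were DMSO with enzyme for no effect and no enzyme buffer wells for full effect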
Target sequence (Q9BQF6 706-1050 limits assumed): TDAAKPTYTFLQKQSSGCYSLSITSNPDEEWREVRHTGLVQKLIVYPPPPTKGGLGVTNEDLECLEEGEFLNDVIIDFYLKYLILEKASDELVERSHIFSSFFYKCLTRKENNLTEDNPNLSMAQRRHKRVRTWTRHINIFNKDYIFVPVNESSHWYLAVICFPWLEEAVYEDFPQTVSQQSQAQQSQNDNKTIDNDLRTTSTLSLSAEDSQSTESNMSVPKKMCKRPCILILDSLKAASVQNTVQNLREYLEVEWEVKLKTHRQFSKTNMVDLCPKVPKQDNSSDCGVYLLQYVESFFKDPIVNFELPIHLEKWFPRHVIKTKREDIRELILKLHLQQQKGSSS
SENP1 inh: human SENP1 catalytic domain inhibitors, primary screen, biochemical, FRET, uHTS | recombinant SENP1 catalytic domain, CyPet-SUMO1-YPet FRET cleavage | inhibition, % at 10 µM | 360,000 compounds, 0.21% hits;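 active = inhibition at least 30% at 10 µM, raw YFP signal under a set limit, fluorescence ratio 0.5 to 1.5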;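 also: 0% = enzyme with DMSO and 100% = no enzyme wells; some results filed as inactive read as strong as hits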
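Assay system: hSENP1 catalytic domain, recombinant. Amount: SENP1 enzyme, 20 pM final. Schedule: 50 min reaction, RT, dark. Technique: FRET, CFP and YFP emission. Control set: no-enzyme wells low, DMSO-plus-enzyme wells high control.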
SENP6 inh: SENP6 protease inhibitors, primary screen, biochemical, luminescence, uHTS; Sentrin-specific protease 6 (Homo sapiens), Q9GZR1; Recombinant SENP6 catalytic domain, aminoluciferin luminescence; inhibition, % at 10 µM; 330,000 compounds, 1.8% hits; AID 2599, 2010;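 active = inhibition above about 50% at the single tested dose, limit read from the data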;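 also: plate controls were DMSO wells with enzyme for no effect and DMSO wells lacking enzyme for full effect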
Target sequence (Q9GZR1 628-1112 limits assumed): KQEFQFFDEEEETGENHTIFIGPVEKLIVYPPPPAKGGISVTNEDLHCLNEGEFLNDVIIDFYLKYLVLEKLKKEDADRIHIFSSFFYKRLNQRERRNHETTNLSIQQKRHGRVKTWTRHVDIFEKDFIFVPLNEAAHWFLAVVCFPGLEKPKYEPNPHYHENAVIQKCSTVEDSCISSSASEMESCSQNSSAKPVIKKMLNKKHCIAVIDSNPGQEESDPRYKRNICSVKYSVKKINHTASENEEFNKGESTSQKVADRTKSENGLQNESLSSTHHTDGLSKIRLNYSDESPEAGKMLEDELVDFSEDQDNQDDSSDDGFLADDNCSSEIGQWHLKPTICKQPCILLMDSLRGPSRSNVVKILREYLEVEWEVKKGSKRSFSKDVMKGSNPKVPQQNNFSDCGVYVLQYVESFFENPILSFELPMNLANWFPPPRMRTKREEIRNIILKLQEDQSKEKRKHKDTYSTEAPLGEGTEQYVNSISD
UBC13 inh: UBC13 polyubiquitin chain formation inhibitors, primary screen, biochemical, TR-FRET, uHTS | Ubiquitin-conjugating enzyme E2 N (Homo sapiens), P61088 | inhibition, % at 20 µM | 330,000 compounds, 0.47% hits; in the data active = inhibition above about 45%, passing the limit was not always enough
Numbers without * were called inactive; nt = not tested or not shown; & = joins results of further samples.

SMILES	HKDC1 inhibitor	SENP8 block-1	MIN6 prolif	PfGluPho inh	SENP8 block-2	SENP7 block	SENP1 inh	SENP6 inh	UBC13 inh
CCCN(C(=O)Cc1nc(N)n[nH]1)C1(C(=O)Nc2ccccc2C)CCCCC1	-6	28	-2	-12	-6	-7	2	-1	-6
CCOC(=O)N1CCN(C(=O)CSc2nc3c(cnn3-c3ccccc3)c(=O)[nH]2)CC1	-2	1	2	-2	-4	0	3	-6	-2
COc1cc(CCC(=O)Nc2c(C(=O)N3CCN(c4ccccc4)CC3)oc3ccccc23)on1	-3	15	-1	1	-1	15	-1	-9	-4
CCOC(=O)CSc1nc2cccnc2n1C	-5	3	-2	-1	-12	-6	3	-2	2
Cc1ccc2c(cnn2C(=O)CCC(=O)NCc2cccc(Br)c2)c1	-5	7	-1	-9	-10	11	2	-13	-9
CC(=O)Nc1sc2c(c1-c1nc3ccccc3s1)CN(C(C)C)CC2	24	-457	-6	25	-11	-6	-33	-13	30
C=C1CC[C@@H]2[C@](C)(CO)[C@H](O)CC[C@@]2(C)[C@@H]1C/C=C1/C(=O)OCC1O (stereo not given in full)	-5	3	nt	-1	nt	nt	2	nt	nt
COc1ccc(C2CCCN2C(=O)Nc2ccc(Cl)cc2)cc1OC (stereo not given)	-2	26	3	15	-11	-10	4	-5	5
COc1cc2c(cc1OC)-c1cc(Nc3ccc(C)cc3)nc(=O)n1CC2	2	-156	5	-8	5	2	-9	-16	0
CC(C)Oc1ccc(NC(=O)Oc2ccccc2)cc1	-13	13	-4	17	80*	-1	-3	88*	-5
CC(=O)c1ccc(N(CC(=O)NCC2CCCO2)C(=O)CCC(=O)Nc2cc(C)on2)cc1 (stereo not given)	-5	8	-1	-11	-8	1	-2	0	-5
NC(=O)N/N=C/c1cn(CC(=O)Nc2ccc(F)cc2)c2ccccc12	8	15	-1	17	4	-2	1	7	4
CC(=O)Nc1ccc(C(=O)OCCc2ccccc2)cc1	-5	18	0	-8	-13	-11	1	-8	-3
CCN(CC)CCCNC(=S)N(Cc1cccnc1)Cc1cc2cc(C)cc(C)c2[nH]c1=O	-11	-200	-3	7	-12	-11	1	-24	-8
Cc1cc(C)n2nc(-c3ccc(Cl)cc3)cc2n1	-2	-308	-3	20	13	38	1	15	4
CC(=O)n1cc([C@H]2C=C(C(=O)N3CCOCC3)O[C@@H](OCCCCO)C2)c2ccccc21	-5	-18	-1	9	4	-10	-2	-6	14
COc1ccc(NC(=S)Nc2ccc(Oc3ccccc3)cc2)cc1	6	5	-7	-1	2	4	-1	13	9
N/C(=N\N=C\c1ccc(O)cc1)c1nonc1N	-8	7	-2	-10	95*	98*	3	93*	-3
CN1CCN(CC(=O)Nc2c(C#N)cnn2-c2ccccc2)CC1	-2	10	-1	-11	-3	10	1	-8	0
Cc1ccccc1OCC(=O)NCCNC(=O)c1ccncc1	-6	0	-3	3	-10	-3	3	-6	-1
CN(C)c1ccc(NC(=O)c2cccc(C(=O)Nc3ccc(N(C)C)cc3)n2)cc1	3	34	-5	45	32	14	10	32	-12
NC(N)=NC(=O)c1nc(Cl)c(N)nc1N	7&-4&-1	-379	-2&-1&9	-8&-2&0	-4&-6&-1	0&0&2	-2&2&1	-8&9&10	-7&-27&-4
O=C(Cc1cccc(C(F)(F)F)c1)NCc1cccc(Cl)c1	5	27	1	17	5	3	-1	-5	-2
COc1cc(CN2CCC(n3nccc3NC(=O)C3CCOC3)CC2)ccc1F (stereo not given)	-4	11	7	5	-14	-4	0	-3	-1
O=C(N/N=C/c1c[nH]c2ccccc12)c1ccccc1Cl	-3	5	-1	20	-4	-2	-6	9	4
Cn1c(O)c(N=NC(=O)c2cccc(S(=O)(=O)N3CCCCC3)c2)c2ccccc21	-3	24	1	14	-12	-8	1	-13	-26
C[C@H](NC(=O)[C@@H]1CSC2c3ccccc3C(=O)N21)C(=O)NCCc1ccccc1 (stereo not given in full)	0	13	-3	9	2	3	-3	4	8
COc1ccc(C(=O)O/N=C(\N)c2ccccc2)cc1OC	2	9	-6	5	2	7	1	2	4
COc1ccc(-c2[nH]ncc2CN2CCCO2)cc1F	-4	9	0	17	-7	-7	1	-17	-2
Cc1occc1C(=O)N/N=C/C1=C(N2CCOCC2)C(=C\c2ccc(Cl)cc2)/CC1	0	-62	-1	20	-2	5	3	0	-14
Cc1ccc2nc(NC3=NC(CC(=O)O)C(=O)N3)nc(C)c2c1 (stereo not given)	nt	nt	0	nt	3	-4	nt	7	4
Cc1c(C(=O)N2CCN(c3ccc([N+](=O)[O-])cc3)CC2)sc2ncn(CC(=O)N3CCOCC3)c(=O)c12	2	8	-5	11	5	0	-1	13	-15
O=C(Cn1ncc2c3ccccc3n(Cc3cccc(Cl)c3)c2c1=O)NCC1CCCO1 (stereo not given)	1	-55	5	-4	-3	7	21	1	2
C[C@H](CO)N1C[C@H](C)[C@@H](CN(C)CC2CCCCC2)Oc2c(NC(=O)CCC(F)(F)F)cccc2C1=O	2	0	-6	14	-12	-7	1	-19	13
O=C(CNc1cccc([N+](=O)[O-])c1)NCCCc1ccccc1	-1	21	0	-7	-4	-1	1	-10	-1
C[C@@H]1COC(=O)[C@@H](CC(=O)OC(C)(C)C)C/C=C\C[C@@H](CC(=O)N[C@H](CO)Cc2ccccc2)C(=O)N1	-9	13	-1	0	1	8	0	4	6
Cc1ccc(C23CC4CC(CC(NC(=O)N5CCN(C)CC5)(C4)C2)C3)cc1	-1	11	-4	1	-7	0	-3	-71	16
CCOC(=O)[C@H](O)[C@@H](O)c1cccc([C@H](O)[C@@H](O)C(=O)OCC)c1	-6	11	-7	-4	-7	0	2	-13	-2
CC(C)(C)NC(=O)c1cc(NC(=O)c2cccs2)cc(NC(=O)c2cccs2)c1	-5	12	0	-16	4	-10	-2	-8	1
O=C(Cn1cnc2ccccc2c1=O)c1ccc(Cl)cc1	-14	3	nt	13	nt	nt	1	nt	nt
NC(=O)c1ccsc1NC(=O)COC(=O)Cc1n[nH]c(=O)c2ccccc12	-2	-14	0	3	-9	-18	-5	-21	12
CC(C)(C)OC(=O)N[C@@H](Cc1ccccc1)c1nnc(S(=O)(=O)Cc2cccc(F)c2)o1	-2	nt	-4	40	1	0	nt	4	3
Cc1n[nH]c2c([N+](=O)[O-])c(=O)[nH]c(=O)n12	-2	8	nt	-6	nt	nt	-1	nt	nt
Cc1cccc(C2C3=C(Nc4[nH]n(-c5ccccc5)c(=O)c42)c2ccccc2C3=O)c1 (stereo not given)	10	26	nt	-14	nt	nt	7	nt	nt
CC(C)C(NC(=O)c1c(F)cccc1F)C(=O)N1CCN(S(=O)(=O)/C=C/c2ccccc2)CC1 (stereo not given)	-1	18	-4	-2	4	2	-1	-11	-8
CC1(C)Cc2c(cnn2-c2cccc(F)c2)C(NC(=O)CCN2CCCC2=O)C1 (stereo not given)	-8	1	-4	-8	-5	13	3	-2	1
COc1ccc(OCc2nnc(SCC(=O)NCc3ccco3)o2)cc1	2	2	4	0	-3	2	0	-2	4
C=CCNC(=O)c1ccc(NC(=O)CC2SC(N3CCCC3)=NC2=O)cc1 (stereo not given)	-2	3	1	2	-10	-7	2	-10	0
CC(C)CNc1nc(Oc2ccc(=O)n(-c3ccccc3)n2)nc(N2CCOCC2)n1	-3	1	-3	3	-1	-4	1	-10	2
Cn1cc(-c2nnnn2-c2ccc(Cl)cc2)c(=O)c2ccccc21	-1	0	-1	9	-1	-1	-15	5	-1
Cc1ccc(-c2nc(CS(=O)CC(=O)NCCC(C)C)c(C)o2)cc1 (stereo not given)	-1	10	1	-4	0	-4	-2	4	12
Cc1ncc(S(=O)(=O)c2ccc(Cl)cc2)c(N)n1	-5	10	-3	3	-8	-4	2	-11	45*
CCOc1ccc2c(c1)-c1c(ssc1=S)C(C)(C)N2C(=O)CSC1=NCCS1	-7	24	-4	1	2	7	-3	-23	-8
CCCc1nc(NC(C)=O)c(C#N)c(-c2ccco2)c1CC	-5	-86	-2	0	1	0	-2	-4	5
CC(=O)Nc1ccc(S(=O)(=O)NCCC(=O)N2CCN(C(c3ccccc3)c3ccccc3)CC2)cc1	-1	13	0	3	-9	-5	0	6	0
COC(=O)c1cc(=O)n(-c2ccccc2)c(=Nc2ccccc2)s1	2	13	-7	10	6	-5	1	-2	5
O=C(/C=C/c1ccc(Cl)cc1)Nc1ccc(S(=O)(=O)Nc2ncccn2)cc1	-3	-3	-3	-20	3	6	0	3	-4
O=S(=O)(Nc1cccc(S(=O)(=O)N2CCOCC2)c1)c1ccc(Cl)s1	2	-8	1	-22	-3	-6	-8	2	-3
N#Cc1c(-c2ccccc2)nc(N2CCOCC2)[nH]c1=O	-4	-163	1	-19	-10	2	0	-19	6
CCOC(=O)c1ccc(NC(=O)N2C3CCCC2CC(NC(C)=O)C3)cc1 (stereo not given)	4	0	-2	13	-1	-7	-1	-6	-2
Carrying on.
SMILES	HKDC1 inhibitor	SENP8 block-1	MIN6 prolif	PfGluPho inh	SENP8 block-2	SENP7 block	SENP1 inh	SENP6 inh	UBC13 inh
CC1C=Cc2ccccc2N1C(=O)c1ccccc1 (stereo not given)	-3	15	-1	11	-11	7	1	-12	-2
O=C(NCCC1=CCCCC1)c1ccc(Cl)c(S(=O)(=O)N2CCOCC2)c1	2	5	-2	0	0	6	1	14	5
CC1CN(N=Cc2ccc([N+](=O)[O-])o2)C(=N)O1 (stereo not given)	3	48*	nt	-3	nt	nt	-2	nt	nt
CC(=O)c1cc2c(cc1NS(=O)(=O)c1ccccc1F)OCO2	7	-5	1	-5	-8	-5	-3	8	10
O=C(Nc1cccc(S(=O)(=O)N2CCOCC2)c1)c1ccco1	-6	6	0	-15	-6	-2	4	-5	-3
C[C@@H]1CN(C(=O)c2nc3ccc(Cl)cn3c2CN[C@H]2CCCCNC2=O)C[C@H](C)O1	-5	17	1	-9	-2	12	0	-3	0
Cc1cccc2c(=O)c(-c3ccc(Cl)cc3)c(NC(=O)c3ccco3)oc12	-1	-25	-1	-12	5	-5	0	-2	0
CC1(C)C(C=C(Cl)Cl)C1C(=O)N(Cc1ccc(Cl)cc1)C1CCS(=O)(=O)C1 (stereo not given)	-4	10	-3	9	-2	8	2	2	15
O=C(c1cccs1)n1cc(C(=S)N2CCOCC2)c2ccccc21	3	15	-5	-6	1	6	0	1	-10

In the list so far, three have a tert-butyl group.
SMILES	HKDC1 inhibitor	SENP8 block-1	MIN6 prolif	PfGluPho inh	SENP8 block-2	SENP7 block	SENP1 inh	SENP6 inh	UBC13 inh
C[C@@H]1COC(=O)[C@@H](CC(=O)OC(C)(C)C)C/C=C\C[C@@H](CC(=O)N[C@H](CO)Cc2ccccc2)C(=O)N1	-9	13	-1	0	1	8	0	4	6
CC(C)(C)NC(=O)c1cc(NC(=O)c2cccs2)cc(NC(=O)c2cccs2)c1	-5	12	0	-16	4	-10	-2	-8	1
CC(C)(C)OC(=O)N[C@@H](Cc1ccccc1)c1nnc(S(=O)(=O)Cc2cccc(F)c2)o1	-2	nt	-4	40	1	0	nt	4	3
